# Screening data deposited in PubChem BioAssay by The Scripps Research Institute Molecular Screening Center.
# CHRM5 agonist: CHRM5 agonism in calcium assay. actives 0.19% (n = 360,000). AID 624037. P08912. activation, % at 3 µM. CHO-K1 hM5 cells, Fluo-8 calcium fluorescence; 0% DMSO wells, 100% maximal acetylcholine response;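 active = activation above the run's mean over test compounds plus 3 SD, cut at about 23% in these data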;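 also: signal is peak over basal fluorescence ratio across the kinetic read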
# Target sequence (P08912 whole entry, looked up): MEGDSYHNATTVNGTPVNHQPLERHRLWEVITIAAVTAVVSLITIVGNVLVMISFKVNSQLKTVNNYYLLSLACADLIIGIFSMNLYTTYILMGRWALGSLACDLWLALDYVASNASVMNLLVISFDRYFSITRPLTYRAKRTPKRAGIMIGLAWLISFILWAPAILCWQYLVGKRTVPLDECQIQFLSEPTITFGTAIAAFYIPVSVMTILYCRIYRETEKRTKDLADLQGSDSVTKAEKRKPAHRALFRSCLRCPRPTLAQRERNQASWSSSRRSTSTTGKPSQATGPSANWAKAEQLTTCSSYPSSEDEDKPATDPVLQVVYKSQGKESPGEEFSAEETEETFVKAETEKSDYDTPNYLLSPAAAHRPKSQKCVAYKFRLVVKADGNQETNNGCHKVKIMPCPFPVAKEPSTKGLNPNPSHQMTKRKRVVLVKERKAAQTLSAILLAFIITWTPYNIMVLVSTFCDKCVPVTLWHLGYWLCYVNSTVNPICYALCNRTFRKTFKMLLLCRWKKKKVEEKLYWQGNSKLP
# CHRM4 PAM: positive allosteric modulators of human muscarinic M4 receptor. P08173. CHO-K1 hM4/Gqi5, Fluo-8 calcium fluorescence, ACh EC20; 0% = ACh EC20, 100% = maximal ACh. activation, % at 3 µM. actives 0.4% (n = 360,000);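 active = activation above its plate's cutoff, the mean activation of sample wells plus 3 SD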; also: some results filed as inactive read as strong as hits
# Target sequence (P08173 whole entry, looked up): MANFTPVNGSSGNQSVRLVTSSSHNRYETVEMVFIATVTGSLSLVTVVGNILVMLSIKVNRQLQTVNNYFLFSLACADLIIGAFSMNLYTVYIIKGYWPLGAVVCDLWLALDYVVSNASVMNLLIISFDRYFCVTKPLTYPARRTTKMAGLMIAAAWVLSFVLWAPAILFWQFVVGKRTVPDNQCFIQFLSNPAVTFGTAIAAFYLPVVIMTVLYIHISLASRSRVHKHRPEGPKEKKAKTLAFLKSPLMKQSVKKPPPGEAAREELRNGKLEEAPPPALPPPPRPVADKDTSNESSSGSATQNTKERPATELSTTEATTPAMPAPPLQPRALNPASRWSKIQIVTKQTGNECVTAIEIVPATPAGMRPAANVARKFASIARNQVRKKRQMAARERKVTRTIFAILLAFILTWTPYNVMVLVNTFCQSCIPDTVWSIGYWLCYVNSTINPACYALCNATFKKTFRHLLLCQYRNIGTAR
# CHO-K1 Ca antag: M1 antagonist counterscreen hit in parental CHO-K1 cells. actives 0.6% (n = 360,000). ATP-induced calcium, Fluo-8 fluorescence. inhibition, % at 3 µM. AID 602250;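 active = inhibition above a per-plate cutoff, the plate's mean sample inhibition plus 3 SD, cut at about 24% in these data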;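 also: 0% = DMSO plus EC80 ATP and 100% = DMSO alone without ATP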
# M1 PAM parental: nonselective activator or artifact in parental CHO-K1 calcium assay | activation, % at 3 µM | actives 0.02% (n = 360,000) | AID 602247 | ATP EC20, Fluo-8 calcium fluorescence; 0% at ATP EC20, 100% at ATP max;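 active = activation above the run cutoff, the mean activation of all test compounds plus 3 SD, cut at about 40% in these data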;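 also: peak over basal fluorescence ratio in a 140 s read after ATP addition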
# CHRM4 agonist: agonists of human muscarinic M4 receptor (CHRM4); P08173; CHO-K1 hM4/Gqi5, Fluo-8 calcium fluorescence; vehicle 0%, full acetylcholine response 100%; activation, % at 3 µM; actives 0.14% (n = 360,000);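 active = activation above the run mean over all test wells plus 3 SD, cut at about 32% in these data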;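 also: peak over basal fluorescence ratio per well then scaled between controls; 0% = DMSO wells and 100% = acetylcholine at EC100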
# M5 antag: CHRM5 antagonism in calcium assay; AID 624040; CHO-hM5 cells, Fluo-8 calcium fluorescence, ACh EC80; actives 0.59% (n = 360,000); inhibition, % at 3 µM; P08912;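 active = inhibition above a per-plate cutoff, the mean of that plate's test compounds plus 3 SD, cut at about 27% in these data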;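 also: 0% = acetylcholine EC80 with DMSO and 100% = DMSO without agonist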
# CHRM4 antagonist: antagonists of human muscarinic M4 receptor (CHRM4); P08173; CHO-hM4 cells, ACh EC80, Fluo-8 calcium fluorescence; inhibition, % at 3 µM; actives 0.73% (n = 360,000);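 active = inhibition above its plate's cutoff, the mean inhibition of sample wells plus 3 SD, cut at about 27% in these data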;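 also: 0% = acetylcholine EC80 with DMSO and 100% = DMSO without agonist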
# CHO-K1 Ca ag: counter-screen for M1 agonists: effect in parental CHO-K1 cells | Fluo-8 calcium fluorescence; scaled to maximal ATP response, vehicle zero | activation, % at 3 µM | actives 0.48% (n = 360,000) | AID 602248; in the data active = activation above about 15%;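 also: untransfected CHO-K1 host cells lacking M1 receptor as counterscreen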
# M5 PAM: potentiates acetylcholine response at human M5 receptor. CHO-K1 hM5, Fluo-8 calcium, ACh EC20 PAM; 0% = ACh EC20, 100% = ACh EC100. AID 624038. actives 0.3% (n = 360,000). activation, % at 3 µM. P08912;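 active = activation above the run cutoff, the mean activation of all test compounds plus 3 SD, cut at about 18% in these data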
#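 Assay system: CHO-K1 hM5 cells / Incubation: Fluo-8 loading 80 min at 37 °C plus 30 min room temperature / Technique: Fluo-8 calcium dye fluorescence, kinetic read / Repeats: single replicate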
# Active calls of the source: *.
SMILES,CHRM5 agonist,CHRM4 PAM,CHO-K1 Ca antag,M1 PAM parental,CHRM4 agonist,M5 antag,CHRM4 antagonist,CHO-K1 Ca ag,M5 PAM
O=C(COc1ccccc1-c1ccccc1)NNC(=O)NC1CCCCC1,1,0,-14,16,3,4,-4,2.8,-6
CCOc1ccc(CN=C(N)N=C(N)N)cc1Cl,-7,7,-1,12,0,-5,-2,0.1,1
Cc1[nH]c(C)c(S(=O)(=O)NCc2ccc(N(C)C)cc2)c1C(=O)N1CCCC1,-8,18*,7,-15,1,16,2,0.1,-3
COC(=O)c1sc(=S)n(-c2ccc(Cl)cc2)c1C,-9,4,-8,5,-1,12,6,-0.6,0
O=C(Nc1nnc(C2CC2)s1)c1ccncc1,8,3,-16,11,1,-5,-5,-0.3,5
COc1ccccc1OCCCC(=O)NC(C)c1ccccc1 (centres undefined),-3,-7,8,-13,0,0,3,-0.3,0
COc1ccc(CNC(=O)C(C)N(Cc2ccccc2OC)C(=O)c2snc(C(N)=O)c2N)cc1 (centres undefined),1,-9,-4,11,9,9,-4,4.5,-5
Fc1ccc(Nc2nc3ccccc3s2)cc1,-5,0,-12,6,2,3,5,0.9,-7
CCN(CC)S(=O)(=O)c1ccc(N(C)Cc2cccnc2)nc1,-1,1,-9,21,3,-7,2,0.8,3
CCOC(=O)C1(C)CCN1C(=O)c1ccc(C(F)(F)F)cc1 (centres undefined),2,5,-4,1,0,11,-6,-0.7,-4
CC(=O)Nc1ccc(Oc2nc(-c3ccccn3)nc3ccccc23)cc1,1,2,2,-25,2,1,-12,-0.1,6
COc1ccc(NC(=O)CN(C)C(=O)c2csc3c2CCCC3)cc1,-1,-2,-18,-3,3,-1,-15,1.1,-3
COCCCNC(=O)C1CCCN(S(C)(=O)=O)C1 (centres undefined),0,-5,4,1,1,-2,-1,0.2,-5
CS(=O)(=O)NCCOc1ccc(S(=O)(=O)NCCOc2ccccc2)cc1,-3,1,32*,-19,2,15,7,0.4,-7
CC1CCCCC1NC(=O)CO/N=C/c1ccccc1OC(F)F (centres undefined),-5,-1,-20,23,0,-6,-2,2.4,9
O=C(O)c1cccc(-n2cc(-c3cccc(C(F)(F)F)c3)cn2)c1,1,1,-11,10,0,8,10,0.7,3
COc1ccc(C2=NN(C(N)=S)C(c3ccccc3)C2)cc1 (centres undefined),-3,-5,7,-3,3,13,-4,1.6,-4
CC(C)NC(=O)C(=O)NNC(=O)CCc1ccccc1,1,1,-3,14,1,-6,-2,0.2,6
COc1ccc(C)cc1S(=O)(=O)N(CC(=O)O)c1ccc(C)cc1,3,32*,-2,18,0,-13,6,0.1,12
CCOc1ccc(-c2cc(CCCC(=O)NCCC(C)C)no2)cc1,-1,-3,-12,17,3,4,-5,2.2,-3
CCOc1ccc(-c2nc(-c3cccnc3)no2)cc1,-7,-2,15,2,4,10,-1,0.9,-18
N#Cc1ccc(C(=O)N(Cc2ccco2)c2c(N)n(Cc3ccccc3)c(=O)[nH]c2=O)cc1,1,0,-12,-2,1,9,-2,0.2,-1
CCOC(=O)c1nn(C)c(=S)n(C)c1=O,-3,9,-23,19,0,5,-13,0.8,2
COc1ccc(CCN2C(=O)CSC2=Nc2ccc(C)cc2C)cc1OC,-3,2,11,-20,0,11,-11,-0.1,-6
Cc1nn(C(C)c2nc(-c3ccccc3)no2)c(C)c1[N+](=O)[O-] (centres undefined),-7,-5,1,4,-1,-2,-7,-0.1,0
Cc1nn(CC(=O)NCCN2CCCCCC2)c(=O)c2nn(-c3ccccc3)c(C)c12,-8,-13,-3,-14,0,7,7,-0.7,-1
CC1CN/C(=C\C(=O)c2ccc(Br)cc2)C(=O)N1 (centres undefined),1,0,-11,20,3,-2,6,3.3,-4
O=S(=O)(c1ccc(NC2CCCc3ccccc32)nc1)N1CCOCC1 (centres undefined),2,-7,17,-2,3,-5,12,1.1,-1
CC(C)(C)C1CCC(C(=O)NCC(c2cccs2)N2CCOCC2)CC1 (centres undefined),-4,10,-8,4,1,-1,4,0.1,3
O=C(NCC1CCCO1)c1nn2cccnc2c1Cl (centres undefined),0,5,4,1,1,0,-7,-0.5,3
Cc1ccc2cc(C3C(C#N)=C(N)Oc4c3ccc3cccnc43)c(=O)[nH]c2c1 (centres undefined),-3,2,-18,24,0,4,3,0.6,-1
COc1ccc(/C=C2/SC(=S)N(c3ccc(S(=O)(=O)Nc4nccs4)cc3)C2=O)cc1,-1,10,-3,14,1,-4,-6,1.6,12
CC1(C)CC(=O)C2=C(C1)Nc1ccccc1NC2c1ccc(F)c(F)c1 (centres undefined),1,-3,-5,13,0,10,-2,0.6,0
N/C(=N\OC(=O)c1ccccc1)C(Cc1ccccc1)C(=O)NOC(=O)c1ccccc1 (centres undefined),-1,2,-15,11,2,5,-2,0.4,3
CC1(C)CC(=O)c2c(oc3ccc(NS(=O)(=O)c4ccc(C(=O)O)cc4)cc23)C1,2,6,25*,-18,1,-20,-5,-0.3,10
Cc1sc2nc(SCC(=O)N(C)Cc3ccccc3)n(-c3ccccc3)c(=O)c2c1C,1,-1,-8,16,2,1,1,0.4,0

# Copied from the results shown for reference:
SMILES,CHRM5 agonist,CHRM4 PAM,CHO-K1 Ca antag,M1 PAM parental,CHRM4 agonist,M5 antag,CHRM4 antagonist,CHO-K1 Ca ag,M5 PAM
O=C(COc1ccccc1-c1ccccc1)NNC(=O)NC1CCCCC1,1,0,-14,16,3,4,-4,2.8,-6
CCOc1ccc(CN=C(N)N=C(N)N)cc1Cl,-7,7,-1,12,0,-5,-2,0.1,1
Cc1[nH]c(C)c(S(=O)(=O)NCc2ccc(N(C)C)cc2)c1C(=O)N1CCCC1,-8,18*,7,-15,1,16,2,0.1,-3
COC(=O)c1sc(=S)n(-c2ccc(Cl)cc2)c1C,-9,4,-8,5,-1,12,6,-0.6,0
O=C(Nc1nnc(C2CC2)s1)c1ccncc1,8,3,-16,11,1,-5,-5,-0.3,5

# Continued.
SMILES,CHRM5 agonist,CHRM4 PAM,CHO-K1 Ca antag,M1 PAM parental,CHRM4 agonist,M5 antag,CHRM4 antagonist,CHO-K1 Ca ag,M5 PAM
CCOC(=O)c1c(NC(=O)CSc2nnc(-c3ccc(C)cc3)o2)sc(C(C)=O)c1C,-1,17,-1,17,1,18,-7,-0.1,-5
N=C(c1ccc([N+](=O)[O-])cc1)N1CCCCCC1,-14,-4,-10,9,5,10,-2,1.8,-5
CC(O)(c1ccccc1)c1nc(-c2ccccc2)cs1 (centres undefined),-1,5,-6,17,1,2,-15,1.3,-2
COC(=O)C1=NN(N=O)C2(CC(=O)N(c3cc(C)cc(C)c3)C2=O)C1 (centres undefined),0,1,-9,18,2,2,8,0.0,-1
O=C1NC[C@@H](CCCCN2CCN(CC3CCCCC3)C(=O)C2=O)N(Cc2ccccc2)C1=O,0,0,-5,10,0,-4,-3,3.1,4
Cc1ccc2nc(SCC(=O)NC3CCS(=O)(=O)C3)[nH]c2c1 (centres undefined),4,0,-1,2,0,-1,6,0.3,-4
CC(C)(C)c1ccc2c(c1)N(CC(=O)N1CCOCC1)C(=O)CO2,-4,2,-14,24,2,4,-4,1.3,-2
CCOC1=C2[C@H](c3cccc(Cl)c3)N(S(=O)(=O)c3ccc(C)cc3)C[C@H]2n2c(=O)n(-c3ccccc3)c(=O)n2C1,0,1,16,3,0,-10,-6,-0.2,5
CCOCCCNC(=O)/C(C#N)=C/c1cc(Br)c(O)c(Br)c1,3,0,3,-12,1,3,1,1.6,0
COC(=O)CCN(c1ccccc1)S(=O)(=O)c1ccc(OC)cc1,0,-2,-2,12,0,2,-3,0.1,2
O=C(O)CCCC(=O)N1N=C(c2ccco2)CC1c1ccco1 (centres undefined),-6,7,14,-10,0,19,-11,-0.3,-3
COc1ccc(-c2noc3c2-c2nc(-c4cccc(C)c4)sc2CC3)cc1,1,12,-22,16,2,10,-6,0.6,0
O=C1NC(=S)SC1=Cc1ccc(F)cc1,9,-8,-5,-3,10,10,-2,5.9,-22
CCCC[n+]1ccn(C2=C([O-])c3ccccc3C(=O)/C2=N\S(=O)(=O)c2ccc(Br)cc2)c1,-1,3,-4,3,0,0,-5,0.5,0
Cc1ccc(C)c(S(=O)(=O)N2CCN(C(=O)CN3C(=O)C4CC=CCC4C3=O)CC2)c1 (centres undefined),2,4,-1,-8,3,3,-5,0.9,-7
CCn1cc(CN2CCN(CCc3ccccc3)C(CCO)C2)c(C)n1 (centres undefined),-7,-2,-15,24,1,-4,-11,0.0,-1
COc1ccc(CNC(=O)C(C)Sc2nc3ccccc3c(=O)n2CC2CCCO2)cc1 (centres undefined),1,-2,-6,3,4,-5,-12,1.4,2
Cc1c(NC(=O)Nc2cc(F)c(F)cc2Cl)c(=O)n(-c2ccccc2)n1C,2,-1,-6,14,1,5,3,1.1,4
O=C(c1ccccc1-c1nc(-c2ccccc2Cl)no1)N1CCOCC1,0,-21,-8,10,10,16,-7,4.9,-12
Cc1cc(Nc2ccc(F)cc2Cl)n2nc(C)nc2n1,0,-2,3,7,0,0,2,-0.1,-3
CCCC(C(=O)NC(C)(C)C)N(CCN1CCOCC1)C(=O)CNS(=O)(=O)c1ccccc1 (centres undefined),0,0,-10,-6,2,-3,4,0.2,4
CC(C)c1ncc(CO)n1Cc1c(Cl)cccc1Cl,-2,-4,-1,7,1,1,2,0.4,1
COc1cccc(-c2ccc(C#N)c(SCC(=O)NCc3ccco3)n2)c1,-3,-6,-15,19,-1,9,-2,-0.3,-2
O=C(CN1CCOCC1)Nc1ncc(Br)cc1Br,-1,-5,7,-8,1,-4,-13,-0.1,-5
COc1cccc(NC(=S)N2CCN(S(=O)(=O)c3ccc(F)cc3)CC2)c1,-2,0,-10,6,3,6,-3,2.4,-3
Cn1c(Cn2nnc3ccccc32)nnc1SCC(=O)NCc1ccc2c(c1)OCO2,3,4,-6,1,1,-4,-4,-0.2,-4
CCC(=O)c1ccc(OCC(=O)OCC(=O)N2CCc3ccccc3C2)cc1,2,1,-13,0,6,17,-12,2.9,-6
COc1ccccc1NC(=O)COC(=O)CCC1CCCC1,-1,8,-6,5,0,6,-4,-0.9,14
CCOC(=O)C(Cc1c[nH]c2ccccc12)NC(=O)c1ccccc1Br (centres undefined),2,2,-4,13,8,2,8,3.2,2
COC(=O)c1ccccc1OCCCOc1ccc(C=O)cc1OC,-7,3,-11,5,4,-3,-1,1.5,-1
CCCCCCn1cc(CN2CC(N(C)C)CS2(=O)=O)nn1 (centres undefined),2,8,-13,6,1,-4,0,0.1,-1
CCCCCOC(=O)c1ccc(OC(=O)c2cncc(Br)c2)cc1,0,0,-14,-11,1,-3,0,0.3,-2
Cc1ccc(C2C(C(=O)c3ccco3)=C(O)C(=O)N2c2nnc(C)s2)cc1 (centres undefined),0,3,-7,20,1,0,4,1.4,4
CCNC(=O)c1ccc(=O)n(Cc2ccc(Cl)cc2Cl)c1,-2,0,5,-12,2,-6,1,2.1,15
Cc1nc2ccccn2c1C(=O)NC1CCCC1,3,4,-12,-8,0,2,-4,0.6,7
O=C(CN1C(=O)NC(Cc2ccccc2)C1=O)NC(=O)NC1CCCCC1 (centres undefined),1,9,-7,13,2,-6,-5,0.8,0
O=C(COC(=O)CNS(=O)(=O)c1ccccc1)Nc1ccc(Cl)cn1,1,3,-12,19,2,1,0,0.1,-4
